Screens (PubChem)
Exocytosis inh = blocks lytic granule exocytosis | TALL-104 LAMP-1 surface exposure, flow cytometry; cells stimulated with thapsigargin and PMA | inhibition, % at 10 µM | 360,000 compounds, 0.66% hits | AID 651702;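 active means inhibition above about 55%, limit read from the data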
ABHD5-PLIN5 inh = ABHD5-PLIN5 protein interaction inhibition; Split G. princeps luciferase complementation, luminescence, 4 h; inhibition, % at 4 µM; 360,000 compounds, 0.78% hits;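 active means inhibition above the mean inhibition across every tested compound plus 3 SD, cut at about 22% in these data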;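 further: 0% = DMSO only wells and the 100% control is not disclosed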
Cardio protect = myocardial damage modulation in H9c2 cells; protection from H2O2 cell death, % at 20 µM; 360,000 compounds, 0.63% hits; AID 588492; H9c2 cardiomyocytes, H2O2 injury protection, ATPLite, 2 h;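 active means compounds giving at least 50% protection of heart cells from peroxide-induced death in the single-dose screen, raw or plate-pattern-corrected value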;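 further: 0% = DMSO wells with peroxide and 100% = DMSO wells without peroxide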
N-glyco inh = N-linked glycosylation inhibition; reporter increase, % at 12.5 µM; AID 588692; 360,000 compounds, 0.23% hits; D54 ERlucT glycosylation luciferase reporter, 24 h; percent of 100 nM tunicamycin response;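 active means mean luciferase reporter signal, scaled so untreated is 0 and the glycosylation-blocking control 100, at or above a set limit in every replicate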;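 further: luciferase carries N-glycosylation sites so blocking glycosylation raises the light; 0% = median of neutral control wells and 100% = median of 100 nM tunicamycin wells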
MC4R antagonist = blocks human MC4R cAMP signaling. P32245. MC4R-expressing cells, MTII-stimulated cAMP, LANCE TR-FRET. inhibition, % at 6.5 µM. 360,000 compounds, 0.48% hits. AID 540295;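 active means inhibition above its plate's cutoff, the mean of tested wells on that plate plus 3 SD, cut at about 29% in these data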;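 further: 0% = Melanotan II alone and 100% = Melanotan II plus saturating MCL0020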
Target sequence (P32245 whole entry, looked up): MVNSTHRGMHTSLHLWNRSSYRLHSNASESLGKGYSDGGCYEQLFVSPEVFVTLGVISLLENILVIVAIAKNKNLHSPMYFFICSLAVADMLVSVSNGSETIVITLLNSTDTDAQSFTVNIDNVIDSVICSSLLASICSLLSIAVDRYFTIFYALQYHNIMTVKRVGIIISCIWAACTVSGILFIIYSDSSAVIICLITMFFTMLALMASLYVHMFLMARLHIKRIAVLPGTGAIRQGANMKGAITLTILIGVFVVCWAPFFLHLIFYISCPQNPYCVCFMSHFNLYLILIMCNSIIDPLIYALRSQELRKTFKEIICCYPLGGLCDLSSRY
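system = U2OS cells with stable human MC4R expression | also added = Melanotan II challenge after compound preincubation | dosing = one concentration, 6.5 µM nominal | incubation = compound 30 min, challenge 1 h, detection 1 h | measured by = TR-FRET with Eu-cAMP and labeled anti-cAMP, 671 nm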
ABCB6 inh 2 = human ABCB6 transporter inhibition; Q9NP58; K562-ABCB6 porphyrin accumulation, flow cytometry, 1 h; hits give low values; fluorescence ratio to DMSO, % at 10 µM; 360,000 compounds, 0.19% hits;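 active means fluorescence ratio to DMSO below 75%, the collection mean minus 3 SD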;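 further: signal is porphyrin accumulated inside mitochondria; 100% equals median channel fluorescence of DMSO control wells; lower ratio means ABCB6 inhibition with less porphyrin fluorescence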
aDG glyco up = increases alpha dystroglycan glycosylation. 360,000 compounds, 0.22% hits. activation, % at 10 µM. AID 624168. Pro5-aDG cells, alpha-DG glycosylation AlphaScreen (IIH6); 0% Pro5, 100% B10-LARGE cell signal;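 active means activation of at least 8% versus controls, or a plate z-score of at least 8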;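 further: Pro5 are CHO cells carrying HIG-tagged alpha-DG that lacks glycosylation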
MC4R ag barr = agonists of human melanocortin 4 receptor (MC4R) beta-arrestin; P32245; U2OS MC4R beta-arrestin complementation, luminescence; percent of melanotan II response, DMSO zero; activation, % at 8.9 µM; 360,000 compounds, 0.98% hits; AID 540308;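 active means activation above a per-plate cutoff, the mean activation of sample wells on that plate plus 3 SD, cut at about 8% in these data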
hiPSC survival = hiPSC single-cell survival enhancement | ATPlite luminescence; 100% = ROCK inhibitor wells, 0% = DMSO | 360,000 compounds, 0.044% hits | AID 602274 | survival enhancement, % at 20 µM; in the data active means survival enhancement above about 18%;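 further: cells exposed to compounds for 16 hours before the ATP read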
m5-HT2A agonist = mouse HTR2A agonism via beta-arrestin recruitment; P35363; CHO-K1 mHTR2A beta-arrestin complementation, luminescence; percent of 30 µM serotonin response; activation, % at 7.6 µM; 360,000 compounds, 0.66% hits;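 active means activation above a run cutoff, the mean activation of all tested compounds plus 3 SD, cut at about 14% in these data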;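 further: 0% = plate median of compound wells and 100% = 30 µM serotonin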
Target sequence (P35363 whole entry, looked up): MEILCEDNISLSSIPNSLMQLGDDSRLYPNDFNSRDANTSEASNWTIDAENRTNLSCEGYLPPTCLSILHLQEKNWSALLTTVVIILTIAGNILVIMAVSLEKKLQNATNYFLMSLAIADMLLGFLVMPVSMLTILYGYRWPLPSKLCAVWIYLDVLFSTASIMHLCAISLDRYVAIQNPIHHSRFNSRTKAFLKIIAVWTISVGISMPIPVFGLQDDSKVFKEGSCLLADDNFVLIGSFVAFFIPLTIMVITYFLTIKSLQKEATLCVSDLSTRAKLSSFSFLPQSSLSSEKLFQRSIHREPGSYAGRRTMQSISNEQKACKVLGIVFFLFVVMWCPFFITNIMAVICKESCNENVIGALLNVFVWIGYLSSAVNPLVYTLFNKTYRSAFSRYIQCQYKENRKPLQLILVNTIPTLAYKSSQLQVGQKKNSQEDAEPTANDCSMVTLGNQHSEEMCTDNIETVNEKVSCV
Active calls of the source: *; . = not tested or not shown.

SMILES | Exocytosis inh | ABHD5-PLIN5 inh | Cardio protect | N-glyco inh | MC4R antagonist | ABCB6 inh 2 | aDG glyco up | MC4R ag barr | hiPSC survival | m5-HT2A agonist
Cc1ccc(C(=O)NCc2n[nH]c(=S)n2-c2ccccc2)cc1[N+](=O)[O-] | -1.8 | 1.1 | -4.5 | 1.0 | -4.2 | 95.0 | 0.7 | 0.3 | -0.4 | 4.9
Cn1c(NCc2cccnc2)nc2cc(-c3ccc(C(=O)N4CCOCC4)cc3)sc2c1=O | -2.3 | 21.1 | 10.8 | -2.4 | 0.3 | 103.0 | 1.9 | -0.4 | -1.8 | 3.0
C=CCNc1nc2c3ccccc3n(C(C)=O)c2s1 | 8.8 | -35.3 | -0.9 | 2.5 | 2.5 | 139.0 | 0.0 | -1.6 | 1.0 | -3.0
Cc1ccc(OCC(O)Cn2c(N3CCOCC3)nc3c2c(=O)[nH]c(=O)n3C)cc1 (stereo not drawn) | 0.7 | -8.4 | 13.7 | 0.7 | 13.3 | 98.0 | -0.2 | -1.6 | 0.5 | -0.1
CCOC(=O)c1cccc(NC(=O)c2ccc3c(c2)OCO3)c1 | 1.8 | 3.8 | -6.4 | -0.9 | 3.5 | 97.0 | 0.1 | -0.8 | -0.5 | -4.4
CSc1nc2ccccc2n1Cc1cccc([N+](=O)[O-])c1 | -0.4 | -2.1 | -3.3 | -2.3 | 3.5 | 102.0 | 2.0 | -0.5 | -1.4 | -5.2
COc1ccc(/C=C/C(=O)C2CC2)cc1Cn1nc(C)c([N+](=O)[O-])c1C | -1.7 | 4.3 | 2.9 | 3.4 | 11.6 | 99.0 | 0.4 | -3.4 | 1.3 | 4.5
CCc1nn(C(C)C(=O)NCCN2CCCCCC2)c(=O)c2cc3occc3n12 (stereo not drawn) | 5.2 | 8.0 | 10.8 | -1.1 | 13.6 | 111.0 | 0.0 | 3.1 | -0.4 | -6.0
CCCCNC(=O)COC(=O)c1ccc(SC)cc1OC | -2.0 | -3.9 | -3.4 | 3.6 | 3.3 | 92.0 | -0.2 | -2.0 | 1.6 | -1.5
COc1ccc(-c2csc(NC3CCCCC3)n2)c(OC)c1 | -2.3 | -10.4 | -3.4 | 2.3 | -4.5 | 136.0 | 0.1 | -0.9 | -0.3 | -5.6
Cc1cc(C)c(C2=NOC3C4CCC(C4)C23)c(C)c1 (stereo not drawn) | 4.2 | -14.2 | -4.6 | -2.8 | -2.8 | 82.0 | -0.1 | 0.3 | -1.7 | 5.2
COc1ccc(-c2cn3cc([N+](=O)[O-])ccc3n2)cc1OC | 3.0 | -0.4 | -1.0 | -6.0 | 10.3 | 101.0 | -0.1 | -1.4 | -0.6 | 0.3
CCOC(=O)c1ccsc1NC(=O)CCS(=O)(=O)c1ccccc1 | 4.2 | -3.1 | 3.9 | -5.8 | 0.9 | 94.0 | 3.4 | -1.3 | -0.2 | -3.6
COc1ccc(NS(=O)(=O)c2cccc(NC(=O)CNC(C)=O)c2)cc1 | 2.5 | -5.9 | -7.6 | -0.9 | -0.6 | 94.0 | 0.0 | -0.6 | 0.0 | 5.3
COC(=O)c1c(C)oc2ccc(N(C(=O)Oc3ccccc3)S(=O)(=O)c3ccccc3)cc12 | -3.6 | -1.4 | -1.6 | -6.2 | 0.0 | 91.0 | 5.4 | 0.0 | 0.4 | -1.3
COc1ccc(CN2CCC(=O)NC2=O)cc1 | -1.5 | -3.8 | -0.7 | 0.2 | 17.6 | 99.0 | -0.3 | 0.9 | 5.9 | 5.3
COc1ccc(C(=O)NC(C(=O)N2CCc3ccccc32)C(C)C)cc1 (stereo not drawn) | -1.5 | 1.9 | 8.5 | 2.3 | 6.6 | 104.0 | 0.0 | -1.2 | 3.3 | 1.0
CCC1=NN2C(=N)/C(=C\c3cccn3-c3ccc(Cl)cc3)C(=O)N=C2S1 | 5.1 | -0.3 | -6.2 | -0.2 | 14.7 | 105.0 | -0.1 | -2.5 | -0.1 | 2.9
CCOc1ccc(C(=O)Nc2ccc(CN3CCOCC3)cc2)cc1Br | 38.8 | 2.3 | 0.2 | -2.6 | -0.5 | 100.0 | -0.1 | 0.3 | -0.4 | -1.6
Cn1ccsc1=NC(=O)c1cc(S(=O)(=O)N2CCOCC2)ccc1Cl | -0.9 | 6.5 | 2.0 | -2.0 | 7.7 | 98.0 | -0.2 | -0.5 | -0.2 | -1.1
CCOC(=O)c1cc(C)[nH]c(=S)c1C#N | 7.6 | -1.8 | 1.7 | -0.7 | 9.5 | 96.0 | -0.3 | -1.5 | 0.0 | -0.8
CC(C)[C@@H](C(=O)OCC(=O)c1ccc2c(c1)NC(=O)CO2)N1C(=O)c2ccccc2C1=O | 0.9 | 2.3 | 8.6 | 4.0 | -4.9 | 92.0 | -0.1 | 1.1 | 7.0 | 0.5
CCN1CCN(C(=S)c2ccc(OCC(=O)NCc3ccccc3)cc2)CC1 | 7.1 | -1.4 | -9.0 | -0.5 | -6.0 | 96.0 | -0.2 | -3.4 | -0.1 | 3.3
CCOc1ccc(CCNC(=O)C2CCN(S(=O)(=O)N3CCOCC3)CC2)cc1OCC | 0.9 | -1.7 | 8.2 | -2.7 | 2.2 | 99.0 | -0.3 | -2.5 | 0.6 | -1.0
O=C(Cc1ccccc1)NCc1ccc2c(c1)OCO2 | -1.0 | -3.1 | 3.7 | 0.0 | -4.8 | 93.0 | 0.9 | 1.9 | -3.3 | 4.3
CCSc1nc(C)c(C)c(=O)[nH]1 | 16.7 | 0.6 | 3.6 | 0.4 | -0.1 | 72.0* | 0.1 | -1.5 | 0.6 | -4.8
Cc1ccc2oc3nc(C)c(C(=O)O)cc3c(=O)c2c1 | -0.4 | 1.1 | -8.7 | -0.6 | 2.6 | 94.0 | 0.5 | -0.5 | -3.2 | -1.1
O=C(C[C@H]1C[C@H](C(=O)N2CCCCC2)[C@@]2(CCc3ccccc3)c3[nH]c4cc(-c5ccco5)ccc4c3CCN2C1=O)NCCN1CCOCC1 | 21.3 | 15.4 | -2.0 | 0.5 | 2.4 | 99.0 | 0.1 | 1.5 | -2.7 | -0.2
Nc1cc(C(=O)N/N=C/c2cccc([N+](=O)[O-])c2)n[nH]c1=O | -4.7 | -1.6 | 9.9 | -0.9 | -12.2 | 98.0 | -0.3 | 2.1 | -0.3 | 2.7
CCOc1ccc(CN(CC)C(=O)Cc2c[nH]c3ccccc23)cc1OC | 6.4 | 5.4 | -7.3 | 4.4 | 3.4 | 100.0 | -0.1 | -1.6 | -0.6 | -0.4
CCCCCc1ccc(S(=O)(=O)NCCc2ccncc2)cc1 | 1.7 | -3.9 | -14.5 | -2.5 | 0.3 | 102.0 | 1.3 | 3.6 | -0.3 | -1.5
COCCN1Cc2cc3cc(C)ccc3nc2SC1=Nc1cccc(OC)c1 | -0.7 | 4.8 | 1.3 | -1.0 | 3.2 | 98.0 | 0.3 | -1.4 | -1.1 | 3.1
CCc1nc2c(OCC(=O)C(C)(C)C)cccn2c1N(C)C(=O)c1ccccc1F | 4.3 | -12.2 | 0.0 | -0.4 | 0.0 | 101.0 | 0.0 | -1.0 | -3.3 | -2.1
CCOC1CC(C)(C)NC(=S)N1 (stereo not drawn) | -3.7 | -1.3 | -0.7 | 1.0 | 11.2 | 105.0 | -0.1 | -0.1 | -0.8 | 2.4
O=C(CCc1nnc(C2CCCCC2)o1)N1CCN(c2ccccc2F)CC1 | 2.6 | -3.9 | 4.5 | 0.4 | 9.0 | 93.0 | 0.2 | 0.4 | 0.1 | -4.0
CC(C)C[C@H]1CN(CCCC[C@@H]2CNC(=O)C(=O)N2CCc2ccccc2)C(=O)C(=O)N1CCc1ccccc1 | -7.4 | 0.5 | . | . | . | 94.0 | 0.0 | . | 0.0 | -0.8
O=C1CC(c2ccc(S(=O)(=O)N3CCN(c4ccccc4)CC3)cc2)CN1 (stereo not drawn) | 2.0 | 2.1 | -7.6 | -1.6 | -4.2 | 96.0 | -0.1 | 0.7 | -1.3 | 0.6
CC(=NNS(=O)(=O)c1ccc([N+](=O)[O-])cc1)c1ccc(C)cc1 | -1.9 | 4.6 | 0.2 | 1.2 | -2.2 | 98.0 | 0.0 | 0.4 | -0.6 | -0.8
Cc1ccccc1CS(=O)(=O)CCC(=O)NCCCN1CCN(c2ccccc2F)CC1 | 15.2 | 2.1 | -15.7 | -3.2 | -3.1 | 98.0 | -0.2 | 0.3 | 0.1 | -0.4
COc1cc2nc(CSc3nc(-c4ccc(F)cc4)cs3)[nH]c(=O)c2cc1OC | 8.3 | 4.1 | 14.9 | 4.0 | 7.6 | 94.0 | -0.3 | -0.2 | 1.8 | 0.9
COc1ccc(Nc2nnc(SCC3CCCO3)s2)cc1 (stereo not drawn) | -1.6 | 0.3 | -2.5 | 0.6 | 10.6 | 97.0 | -0.1 | -2.9 | -0.8 | 2.0
CCc1ccccc1NC(=O)CC(c1ccc(OC)cc1)n1cccc1 (stereo not drawn) | -3.1 | -3.2 | 4.2 | -1.8 | 0.5 | 98.0 | -0.2 | -0.2 | -0.5 | -0.5
O=C(O)C1C2CCC(O2)C1C(=O)NCc1ccncc1 (stereo not drawn) | -0.5 | -1.7 | 1.8 | 0.9 | 3.5 | 98.0 | 0.3 | -1.2 | -1.4 | 0.6
CC(OC(=O)C1=Cc2ccccc2OC1)C(=O)NC1CCCC1 (stereo not drawn) | 2.1 | 1.3 | -9.8 | 0.3 | 3.6 | 94.0 | 0.7 | 0.2 | -0.1 | -3.6
COc1cccc(NC(=S)/C(=C(\[O-])c2ccc(OC(F)F)cc2)[n+]2ccccc2)c1 | 4.9 | -8.1 | 4.7 | 0.5 | -7.7 | 105.0 | 0.5 | 2.4 | 0.1 | 7.7
Nn1c(SCC(=O)Nc2cccnc2Cl)nnc1-c1ccccc1 | 2.6 | 0.2 | 15.4 | 2.6 | 3.3 | 122.0 | 0.0 | -0.8 | -0.5 | -5.3
Nc1cc(=O)[nH]c(SCC(=O)N2CCCC2)n1 | -0.2 | -1.9 | -1.4 | 2.3 | 5.0 | 93.0 | 0.0 | -1.7 | -0.1 | 2.2
Cc1ccccc1NS(=O)(=O)c1ccc2c(c1)NC(=O)CO2 | 2.1 | 2.1 | -2.6 | 2.2 | 4.2 | 101.0 | -0.2 | -1.8 | -0.2 | 1.3
CC(NC(=O)c1ccco1)C(=O)N1CCN(c2ccccc2)CC1 (stereo not drawn) | -0.4 | 2.8 | 5.2 | -0.6 | -6.2 | 96.0 | -0.2 | -2.2 | 0.4 | -2.0
COCCN(C(=O)CCC(=O)Nc1ccccn1)C(C(=O)NC(C)C)c1ccc(Cl)cc1 (stereo not drawn) | -4.8 | -9.0 | 3.1 | -1.7 | 10.0 | 105.0 | -0.1 | 2.1 | 1.2 | 0.8
CCc1cc2c(=O)[nH]c(CC(N)=O)nc2s1 | 0.6 | 6.4 | -1.3 | 1.9 | -1.4 | 95.0 | 0.5 | 0.4 | 0.1 | 4.3
